Screens deposited in PubChem BioAssay by Sanford-Burnham Center for Chemical Genomics.
GPR55 beta-arrestin = GPR55 agonists via beta-arrestin recruitment, primary screen, imaging, U2OS cells, beta-arrestin-GFP redistribution (AID 1961) | G-protein coupled receptor 55 (Homo sapiens) | activation, % at 10 µM; hits with a dose series show EC50 in µM | U2OS GPR55 beta-arrestin-GFP redistribution imaging; higher % means a stronger effect | hit rate 0.048% among 290,000;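 active = activation above 40% with more than 50 cells counted in the well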;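 note: U2OS osteosarcoma cells stably expressing GPR55 and beta-arrestin-GFP; plate controls were DMSO negative control for no effect and LPI positive control for full effect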
KOR beta-arrestin-1 = KOR agonists, beta-arrestin recruitment, primary screen, cell-based, luminescence, uHTS (AID 1777) | Kappa-type opioid receptor (Homo sapiens) | KOR beta-arrestin recruitment, luminescence; higher % means a stronger effect | one-dose activation, % at 10 µM; EC50 in µM for titrated hits | hit rate 0.02% among 280,000; in the data active = activation above about 50%, passing the limit was not always enough; note: a part of the inactive calls stands beside numbers as strong as those of hits
SIAH1 antagonists = Siah-1 peptide-binding antagonists, primary screen, biochemical, fluorescence polarization, rhodamine-plectin, uHTS (AID 1817); Siah-1 / rhodamine-plectin peptide fluorescence polarization; higher % means a stronger effect; hit rate 0.02% among 290,000; displacement, % at 20 µM; hits with a dose series show IC50 in µM;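 active = displacement of at least 50% at 20 µM, with a fluorescence ratio check between 0.3 and a set limit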;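 note: plate controls were Siah plus tracer with DMSO for no effect and tracer alone without Siah for full effect; strong numbers were not always called active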
HIV peptide binding = inhibitors of HIV fusion peptide binding, primary screen, biochemical, uHTS, fluorescence dequenching (AID 1986); cell-free peptide binding, fluorescence dequenching, 30 min; higher % means a stronger effect; inhibition, % at 20 µM; hits with a dose series show IC50 in µM; hit rate 0.3% among 290,000; in the data active = inhibition mostly above about 52%, no sharp cut-off; inactive = mostly below about 76%; note: some results filed as inactive read as strong as hits
AID2073 = inhibitors of Mint1-CaV2.2 protein interaction, biochemical, HTRF (AID 2073) | Voltage-dependent N-type calcium channel subunit alpha-1B (Homo sapiens) | HTRF protein-protein interaction, Mint1-CaV2.2; higher % means a stronger effect | inhibition, % at 20 µM; hits with a dose series show IC50 in µM | hit rate 0.19% among 290,000; in the data active = inhibition mostly above about 51%, no sharp cut-off; note: some results filed as inactive read as strong as hits
GPR35 antagonists = GPR35 antagonists blocking zaprinast-driven arrestin recruitment, primary screen, imaging, U2OS, beta-arrestin-GFP, zaprinast agonist (AID 2058); G-protein coupled receptor 35 (Homo sapiens); U2OS GPR35 beta-arrestin-GFP translocation imaging, zaprinast antagonism; higher % means a stronger effect; inhibition, % at 10 µM; hits with a dose series show IC50 in µM; hit rate 0.052% among 290,000;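 active = inhibition of at least 50% with at least 30 cells and total cytoplasm GFP at most 10,000,000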
KOR beta-arrestin-2 = KOR antagonists, beta-arrestin recruitment, cell-based, luminescence, uHTS (AID 1778) | Kappa-type opioid receptor (Homo sapiens) | hit rate 0.091% among 290,000 | KOR beta-arrestin recruitment, luminescence, antagonist mode; higher % means a stronger effect | inhibition, % at 10 µM, or IC50 in µM where a hit was titrated; in the data active = inhibition above about 50%; note: strong numbers were not always called active
NOD1 inhibition = NOD1 signaling inhibitors, primary screen, cell-based, luminescence, uHTS (AID 1578); NOD1-driven NF-kB luciferase reporter cells, luminescence; higher % means a stronger effect; hit rate 1% among 290,000; inhibition, % at 4 µM; hits with a dose series show EC50 in µM; in the data active = inhibition mostly above about 36%, no sharp cut-off; inactive = mostly below about 34%;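 note: HEK-293T reporter cells stimulated with the NOD1 agonist gamma-tri-DAP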
GPR55 LPI antagonism = GPR55 antagonists blocking LPI-driven arrestin recruitment, primary screen, imaging, U2OS, beta-arrestin-GFP, LPI agonist (AID 2013); hit rate 0.13% among 290,000; U2OS GPR55 beta-arrestin-GFP translocation imaging, LPI antagonism; higher % means a stronger effect; inhibition, % at 10 µM, or IC50 in µM where a hit was titrated; G-protein coupled receptor 55 (Homo sapiens);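 active = spots per cell inhibited over 60%, with over 100 cells counted and total cytoplasm intensity under 500,000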;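 note: U2OS cells stably carrying GPR55 and arrestin-GFP stimulated by 5 µM LPI near EC80; imaged beta-arrestin-GFP aggregate spots per cell after agonist stimulation; plate controls were LPI-stimulated DMSO wells for no effect and DMSO wells without LPI for full effect; some results filed as inactive read as strong as hits; confirmed hits need IC50 under 10 µM and bright autofluorescent wells are also inconclusive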
* = called active by the depositor; · = not tested or not shown; [ ] = remark or other dose.

SMILES	GPR55 beta-arrestin	KOR beta-arrestin-1	SIAH1 antagonists	HIV peptide binding	AID2073	GPR35 antagonists	KOR beta-arrestin-2	NOD1 inhibition	GPR55 LPI antagonism
CCc1ccc(-c2cc(C(=O)N/N=C/c3ccco3)[nH]n2)cc1	0.0%	-2.6%	6%	-2.3%	2%	-18%	2%	-7%	6%
COc1ccc2nc(C)cc(C(=O)O)c2c1	-0.2%	7.0%	-4%	-0.5%	7%	0%	30%	-2%	0%
O=C(CN1C(=O)CSc2ccc(S(=O)(=O)N3CCOCC3)cc21)NCc1cccnc1	-0.5%	6.6%	13%	-0.9%	2%	14%	-16%	-46%	17%
COc1cccc(/C=N/NC(=O)c2ccccc2N(Cc2ccccc2)S(=O)(=O)c2ccccc2)c1OC	0.0%	2.4%	-6%	-1.5%	9%	-11%	-28%	27%	-10%
Cc1cccc(CCNC(=O)CCc2c(C)nc3ncnn3c2C)c1	-0.1%	0.8%	-2%	-1.8%	2%	24%	-32%	8%	3%
Cc1nc2c(F)c(F)c(C(F)(F)F)c(F)c2[nH]1	0.2%	-1.8%	-2%	-4.7%	-2%	11%	-6%	44%	-12%
O=C(Cn1ccc(C(F)(F)F)n1)N/N=C/c1cccs1	-0.1%	-2.4%	-4%	-0.2%	-6%	9%	25%	-2%	6%
CCN(CC)CCCNCC(=O)Nc1cc(C)on1	-0.1%	-0.5%	2%	2.0%	0%	-7%	-5%	-11%	12%
OCC[C@@H]1C[C@@H](O)[C@H](O)[C@]2(Cc3ccccc3CO2)O1	-0.2%	-3.1%	4%	3.9%	4%	0%	18%[20 µM]	19%	-2%
O=[N+]([O-])c1cccc(C(=S)N2CCN(c3ccc(F)cc3)CC2)c1	0.2%	-2.4%	6%	-1.7%	34%	-5%	2%	-38%	-1%
CC(=O)CSc1ncnc2sc3c(c12)CCC3	0.1%	-3.4%	-7%	-1.3%	-2%	14%	21%	13%	12%
CCOC(=O)[C@@H]1[C@H]2COc3ccccc3[C@H]2N2C(=O)N(c3ccccc3)C(=O)[C@]12C	-0.3%	-1.6%	-1%	0.4%	6%	0%	9%[20 µM]	-22%	5%
Cc1cc(C)nc(SC2CC(=O)N(c3ccc(C)c(C)c3)C2=O)n1 (configuration not stated)	-0.1%	-1.8%	14%	0.2%	-4%	0%	-24%	-13%	-15%
CCOc1ccc(-n2c(Cc3cc(=O)[nH]c(=O)[nH]3)nnc2SCC(=O)Nc2nnc(C)s2)cc1	-0.1%	0.0%	6%	-1.5%	-5%	1%	5%	-25%	9%
O=C(CSc1nnnn1-c1cccc2c1CCCC2)N1CCOCC1	0.2%	1.7%	-4%	-0.5%	6%	2%	-9%	-3%	7%
CCCOc1cccc(C(=O)Nc2cccc3ncccc23)c1	-0.3%	0.8%	-5%	-0.5%	11%	-1%	-33%	-6%	-10%
Cc1nc(N2CCC(C)CC2)c2c(C)c(C(=O)Nc3ccc(C)c(F)c3)sc2n1	-0.3%	5.0%	9%	-1.7%	20%	25%	-46%	-2%	17%
Cc1nnsc1S(=O)c1ccccc1Cl (configuration not stated)	-0.1%	-1.7%	1%	-0.5%	-5%	4%	-26%	-13%	2%
CCOC(=O)NN1C(=O)c2ccccc2NC1(C)C	-0.4%	4.4%	0%	1.3%	13%	-19%	14%	-15%	-4%
COc1cc(Br)cc(C=Nc2cccc(C(F)(F)F)c2)c1O	0.2%	-3.6%	5%	4.3%	-6%	1%	16%	9%	14%
O=C(Nc1ccc(F)cc1)c1ccc2c(=O)n3c(nc2c1)CCCCC3	-0.3%	-8.0%	16%	-0.6%	11%	7%	-25%[20 µM]	-41%	1%
COc1ccc(C(=O)CC(=O)C(=O)NCCc2cccc(C)c2)cc1	0.3%	-0.5%	-10%	5.1%	30%	-5%	16%	4%	-7%
CC(=O)c1c2c3c(cccc3n(C)c1=O)C(=O)c1ccccc1-2	0.2%	0.6%	-7%	42%	-42%	19%	32%	25%	4%
COc1ccccc1C(=O)N1CCN=C1c1ccccc1	0.2%	-1.9%	-3%	-2.1%	-3%	16%	-17%	14%	6%
Cn1c(CN2CCCCC2)nc2cc(NC(=O)c3cccc(Br)c3)ccc21	-0.1%	4.3%	4%	3.1%	2%	-18%	-11%	21%	13%
Cc1cc(NS(=O)(=O)c2ccc(NC(=O)NC3CCCCC3)cc2)no1	-0.1%	-0.4%	-4%	2.7%	-12%	1%	-15%	-18%	7%
CS(=O)(=O)N(CC(=O)Nc1ccc(S(=O)(=O)N2CCCC2)cc1)c1ccccc1F	0.7%	-0.5%	0%	-1.7%	1%	11%	4%	-7%	3%
CCC(C)C(NC(N)=O)C(=O)NC1CCC(C)CC1 (configuration not stated)	-0.1%	-6.3%	1%	0.1%	6%	1%	7%	9%	10%
CCCc1n(CC(O)COCc2ccccc2)c2ccccc2[n+]1C (configuration not stated)	-0.3%	-5.8%	-8%	-1.9%	-1%	17%	44%	-54%	1%
COc1ccccc1-c1nc(C#N)c(N2CCc3ccccc3C2)o1	28%	-1.0%	-1%	-0.4%	10%	-5%	-40%	5%	-10%
O=C(/C=C/c1cccs1)NCc1ccccc1	0.2%	-6.6%	6%	-1.5%	4%	-5%	9%	-36%	5%
COC(=O)c1ccc(C2c3c(oc4cc(C)c(C)cc4c3=O)C(=O)N2CCCN(C)C)cc1 (configuration not stated)	0.3%	-2.4%	4%	-0.8%	9%	7%	6%	8%	2%
O=C(NCC1CCCO1)c1ccc(COc2ccccc2Br)cc1 (configuration not stated)	-0.5%	-1.2%	-3%	0.5%	2%	7%	6%	-14%	3%
COCCNC(=O)C(c1ccc(F)cc1)N(CC1CCCO1)C(=O)CCC(=O)Nc1ccccn1 (configuration not stated)	0.2%	7.9%	1%	-1.9%	5%	12%	-20%	-11%	-4%
Cc1onc(-c2ccccc2)c1C(=O)Nc1nnc(COc2ccc(Cl)cc2)s1	-0.1%	-0.6%	0%	9.0%	-2%	-7%	-4%	15%	21%
CCOC(=O)N1CCN(C(=O)C2CCN(c3nnc(-n4cccc4)s3)CC2)CC1	-0.3%	-6.7%	0%	-0.9%	-3%	-10%	-15%[20 µM]	-20%	-4%
Cn1c(SCC(=O)NCc2ccccc2)nnc1C1CC1	-0.5%	-0.6%	0%	-2.2%	-7%	2%	17%	11%	-2%
CCOC(=O)C1(CCc2ccccc2)CCN(C(=O)C2=C(C)OCCO2)CC1	0.7%	2.0%	-1%	-0.7%	-15%	17%	1%	-24%	-2%
CC1(C)CC(=O)C=C(NNC(=O)c2cccnc2)C1	-0.1%	-2.4%	-6%	0.2%	1%	21%	7%	7%	12%
O=C(Nc1ccc2c(c1)OCO2)C1CCCCN1S(=O)(=O)c1ccc(F)cc1 (configuration not stated)	0.3%	7.0%	-1%	-0.3%	13%	6%	-25%	-28%	-8%
CCCCCOc1ccc(/C=c2\sc3ncnn3c2=O)cc1	0.2%	13%	-1%	0.4%	10%	-14%	-16%	-2%	4%
COc1ccccc1NC(=O)C[n+]1ccccc1C	-0.2%	-7.6%	-5%	-1.5%	6%	2%	20%	-6%	13%
N/C(=N\OC(=O)/C=C/c1ccccc1Cl)c1ccccn1	0.0%	-3.2%	-2%	-0.5%	-1%	-2%	-20%	-1%	-5%
N=c1c(S(=O)(=O)c2ccc(F)cc2)cc2c(=O)n3ccccc3nc2n1CC1CCCO1 (configuration not stated)	-0.1%	-1.3%	-5%	1.0%	11%	22%	20%	11%	-8%
Cc1cc(C)c(S(=O)(=O)N2CCC(C(=O)NCc3ccco3)CC2)c(C)c1	-0.2%	0.7%	6%	0.1%	-13%	1%	3%	-8%	5%
CN(Cc1nc2ccc(F)cc2[nH]1)Cc1c(C(=O)N(C)C)nc2ccc(Cl)cn12	0.9%	-1.9%	-3%	1.1%	10%	-2%	19%	-21%	1%
CC(C)(C)NCC(O)Cn1cc(C=O)c2ccccc21 (configuration not stated)	-0.1%	-4.7%	-2%	0.1%	-2%	-2%	-19%	-42%	-8%
NCCCC[C@H]1CNC(=O)C(=O)N1CCc1cccc(F)c1	-0.1%	-1.1%	6%	-0.5%	23%	6%	-4%	-6%	-9%
COc1ccc(/C=C/C(=O)c2ccc(NS(=O)(=O)c3ccc(C)cc3)cc2)cc1O	1.4%	3.0%	2%	15%	15%	-19%	-2%	62%	24%
C[C@H](NC(=O)c1cc2c([nH]c3ccccc32)c(-c2ccccc2)n1)C(=O)O	-0.1%	-1.9%	2%	7.2%	22%	-7%	18%	-17%	12%
Cc1cc(-c2c(C)[nH]n(-c3ccc(Cl)cc3)c2=O)n(-c2ccc(Cl)cc2)n1	0.2%	1.2%	2%	8.3%	1%	15%	8%	12%	1%
C=CCN(CC=C)S(=O)(=O)c1ccc(NC(=S)NC(=O)/C=C/c2ccccc2)cc1	-0.1%	2.5%	-1%	2.8%	-9%	0%	23%	-1%	·
Cn1c(=O)n(CCCOc2ccc(Br)cc2)c2ccccc21	-0.4%	-1.8%	2%	1.5%	10%	-17%	22%	-16%	-14%
CCN1CCN(S(=O)(=O)c2cc(OCC(=O)NC3CCCCC3)c(C)cc2Cl)CC1	0.0%	2.7%	4%	-1.1%	-5%	-9%	24%	26%	5%
CC(C)(C)c1ccccc1OCC(=O)Nc1ncn[nH]1	-0.1%	1.8%	2%	-0.8%	11%	-12%	-23%	15%	12%
CCOC(=O)c1[nH]c2c(c1C)C(=O)CC(c1ccc(OCC)c(OC)c1)C2 (configuration not stated)	0.2%	-2.6%	-8%	-0.6%	1%	-4%	-32%	8%	12%
Cc1ccc(S(=O)(=O)C2(C(=O)Nc3ccc(F)cc3)CC2)cc1	-0.1%	1.2%	7%	-0.6%	22%	11%	-9%	-19%	20%
Cc1nc2cc(NC(=O)c3ccc(Cl)cc3)ccc2n1C	-0.2%	-1.3%	-1%	1.4%	17%	18%	-10%[20 µM]	-49%	30%

2 records picked at random from the list so far:
SMILES	GPR55 beta-arrestin	KOR beta-arrestin-1	SIAH1 antagonists	HIV peptide binding	AID2073	GPR35 antagonists	KOR beta-arrestin-2	NOD1 inhibition	GPR55 LPI antagonism
C=CCN(CC=C)S(=O)(=O)c1ccc(NC(=S)NC(=O)/C=C/c2ccccc2)cc1	-0.1%	2.5%	-1%	2.8%	-9%	0%	23%	-1%	·
COc1ccc(/C=C/C(=O)c2ccc(NS(=O)(=O)c3ccc(C)cc3)cc2)cc1O	1.4%	3.0%	2%	15%	15%	-19%	-2%	62%	24%

These rows are one share of the data; rates above refer to the full screens.
